Keap1 Nrf2 FP: disrupts human Keap1 binding to Nrf2 peptide. Q14145. Keap1 Kelch-Nrf2 peptide fluorescence polarization, 1536-well. inhibition, % at 9.4 µM. actives 0.15% (n = 340,000). AID 504523; in the data active = inhibition above about 12%;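 also: human Keap1 Kelch domain with fluorescein labeled Nrf2 9mer peptide probe; 0% = neutral control wells and 100% = peptide positive control; higher means more block of Keap1 binding to Nrf2 peptide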
Target sequence (Q14145 whole entry, looked up, the tested form may be a part): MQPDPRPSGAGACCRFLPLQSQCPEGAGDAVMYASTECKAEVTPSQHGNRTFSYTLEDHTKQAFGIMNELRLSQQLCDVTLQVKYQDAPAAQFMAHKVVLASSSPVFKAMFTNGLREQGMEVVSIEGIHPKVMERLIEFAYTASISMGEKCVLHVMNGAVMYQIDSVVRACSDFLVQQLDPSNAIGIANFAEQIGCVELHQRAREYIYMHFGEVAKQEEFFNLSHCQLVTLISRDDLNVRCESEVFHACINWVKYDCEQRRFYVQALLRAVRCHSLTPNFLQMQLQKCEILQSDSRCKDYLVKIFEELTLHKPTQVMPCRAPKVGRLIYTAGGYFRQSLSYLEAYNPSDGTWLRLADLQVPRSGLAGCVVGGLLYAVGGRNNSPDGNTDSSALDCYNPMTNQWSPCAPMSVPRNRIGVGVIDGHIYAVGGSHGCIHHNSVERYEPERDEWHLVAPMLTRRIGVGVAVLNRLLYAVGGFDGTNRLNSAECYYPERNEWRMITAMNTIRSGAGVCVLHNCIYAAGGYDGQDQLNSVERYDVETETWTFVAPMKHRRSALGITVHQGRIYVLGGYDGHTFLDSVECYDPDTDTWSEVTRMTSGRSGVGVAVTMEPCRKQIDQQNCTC
CAL PDZ FP-1: inhibitors of human CAL PDZ peptide binding. Q9HD26. purified CAL PDZ, TMR-peptide fluorescence polarization, 1 h. inhibition, % at 20 µM. actives 0.02% (n = 330,000). AID 504414;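 active = highest replicate inhibition of at least 40%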;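 also: plate controls were DMSO neutral control wells for no effect and unlabeled competitor peptide control wells for full effect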
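Test system: tagged CAL PDZ domain / Buffer or medium: sodium phosphate/NaCl buffer pH 7.4 with TCEP, IgG, Thesit / Reagent: TMR-labelled reporter peptide T*-PRC34 bound in PDZ groove / Compound dosing: single point, 20 µM / Schedule: 1 h incubation at room temperature before polarization reading / Technique: fluorescence polarization (mP) / Benchmarks: unlabelled peptide, DMSO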
C-LANA FP: KSHV C-LANA DNA binding inhibition; MBP-C-LANA/FAM-LBS DNA binding, fluorescence polarization; inhibition, % at 9 µM; actives 0.078% (n = 340,000);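 active = highest replicate inhibition at or above 60% at 9 µM, even if other replicates fall short; inactive = all replicates below 60% inhibition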;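 also: 0% = neutral control wells and 100% = 4 µM acridine orange control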
DAGLB inhibitor: diacylglycerol lipase beta (human) inhibition. Q8NCG7. HEK293T DAGLB membrane lysate, EnzChek fluorogenic substrate. inhibition, % at 5.17 µM. actives 0.059% (n = 340,000). AID 504411; in the data active = inhibition above about 34%;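 also: 0% = enzyme with vehicle and 100% = wells lacking enzyme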
cardiac RTF act: increases calcium sensitivity of human cardiac regulated thin filaments; P19429+P45379; IANBD-labeled TnC RTF fluorescence at EC20 calcium; 0% EC20 calcium, 100% full calcium; activation, % at 7.2 µM; actives 0.24% (n = 340,000);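 active = activation above the mean over all tested compounds plus 3 SD, cut at about 30% in these data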;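 also: rise in fluorescence read as greater calcium sensitivity of cardiac thin filaments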
SR-BI DiI-HDL act: SR-BI HDL lipid transfer activation | CHO ldlA[mSR-BI] cells, DiI-HDL uptake fluorescence, 3 h; 100 = double the neutral-control signal | activation, % at 12.5 µM | actives 0.096% (n = 320,000) | AID 504775;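 active = mean replicate activation of at least 60% and every replicate at or above 60%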;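 also: 0% = median plate neutral-control signal and 100% = twice that signal; values of inactives mirror those of a sister screen read the other way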
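Assay system: CHO ldlA[mSR-BI] cells, LDL receptor-null, SR-BI overexpressing; medium: Ham's F12 with 0.5% BSA, HEPES 25 mM, pH 7.4; also added: DiI-HDL 10 µg/mL; timing: 3 h uptake period with compound, 37 °C; signal: DiI fluorescence, bottom read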
PKA-R2B act: PKA-R2B complex activation; P22694+P31323; activation, % at 11.4 µM; actives 0.079% (n = 340,000); PKA-R2B holoenzyme dissociation, Cy5-IP20 fluorescence polarization; R2B truncated from residue 108, S112A mutant; 0% DMSO only, 100% 113 µM cGMP;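 active = activation above a cutoff set at the mean over all compounds plus 3 SD, cut at about 18% in these data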;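 also: higher means more holoenzyme dissociation and a rise in polarization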
Target sequence (P31323 whole entry, looked up, other chains not shown, the tested form may be a part): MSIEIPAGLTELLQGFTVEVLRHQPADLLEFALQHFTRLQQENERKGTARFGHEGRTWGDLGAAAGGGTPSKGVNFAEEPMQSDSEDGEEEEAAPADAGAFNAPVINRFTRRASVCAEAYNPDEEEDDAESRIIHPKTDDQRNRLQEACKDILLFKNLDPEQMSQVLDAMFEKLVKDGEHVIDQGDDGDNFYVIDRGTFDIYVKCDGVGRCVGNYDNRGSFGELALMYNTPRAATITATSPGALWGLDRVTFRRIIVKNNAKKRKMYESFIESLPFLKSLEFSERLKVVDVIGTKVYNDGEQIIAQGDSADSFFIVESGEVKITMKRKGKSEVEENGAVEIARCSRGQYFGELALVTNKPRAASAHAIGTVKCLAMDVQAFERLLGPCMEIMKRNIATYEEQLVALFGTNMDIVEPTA
Cardiac RTF inh: cardiac RTF calcium desensitization | P19429+P45379 | IANBD-labeled cardiac RTF, Ca2+ fluorescence | inhibition, % at 7.15 µM | actives 0.12% (n = 340,000) | AID 493244;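 active = inhibition above the mean inhibition of all tested compounds plus 3 SD, cut at about 17% in these data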;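 also: assay run at fixed EC70 calcium of 1.6 mM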
Rtt109 HAT inh: C. albicans Rtt109 histone acetyltransferase inhibition; actives 0.16% (n = 330,000); inhibition, % at 34.9 µM; purified Rtt109/Vps75, ThioGlo CoA-SH fluorescence, 4 h; Q5AAJ8;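 active = inhibition of at least 50% in every replicate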
CAL PDZ FP-2: blocks peptide binding to the human CAL PDZ domain; Q9HD26; purified CAL PDZ, TMR-peptide fluorescence polarization, 1 h; inhibition, % at 24.9 µM; actives 0.92% (n = 300,000); AID 602252;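 active = mean inhibition of at least 30% with at least half of replicates also reaching 30%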;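 also: 0% = DMSO neutral control and 100% = excess unlabeled competitor peptide PRC23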
The depositor's hits bear a star; · = not tested or not shown. An unsorted share of the library, and some 1.6% of all compounds hit somewhere here.

Results follow in this order: Keap1 Nrf2 FP	CAL PDZ FP-1	C-LANA FP	DAGLB inhibitor	cardiac RTF act	SR-BI DiI-HDL act	PKA-R2B act	Cardiac RTF inh	Rtt109 HAT inh	CAL PDZ FP-2
> CC(C)CN(C(=O)CN(C)C(=O)c1ccco1)c1c(N)n(CC(C)C)c(=O)[nH]c1=O
  ·	-0.8	·	-3	-1	12	-8	-4	·	0
> Cc1oc(-c2ccc(Cl)cc2)nc1CN1CCCN(C(=O)c2ccco2)CC1
  1	-1.0	1.4	2	-2	-49	3	-3	11	1
> O=C(NC1CCCCC1)C(c1ccccc1)N(Cc1ccco1)C(=O)Cn1cnc2ccccc21 (centres undefined)
  -4	-0.6	2.1	1	1	5	4	-6	-1	0
> COc1cccc(OCCn2c(C)c(/C=N/n3cnnc3)c3ccccc32)c1
  6	·	1.5	1	1	-29	-8	-8	-3	4
> Oc1ccc(-c2csc(-c3cccnc3)n2)c(O)c1
  5	0.5	4.0	3	1	-24	10	-3	-2	2
> C=CCNC(=O)c1ccccc1NS(=O)(=O)c1ccc(SC)cc1
  -1	-1.8	-0.5	1	0	6	-4	-10	-2	-3
> COC(=O)[C@@H]1CCCN1Cc1c(C(=O)N2CCOCC2)nc2c(C)cccn12
  3	-1.3	0.7	0	0	10	4	-3	-5	·
> CN(C)C(CNC(=O)c1ccco1)c1cccs1 (centres undefined)
  -1	-1.9	-0.1	0	-6	7	-3	-3	7	-2
> NC(=O)C1(Nc2ccc([N+](=O)[O-])cc2)CCCC1
  -1	0.1	0.6	0	3	-13	-14	1	-1	0
> Cc1ccc(O)c(NC(=O)c2cc(-c3ccccc3Cl)on2)c1
  -4	-3.0	-0.6	0	1	3	1	-1	-4	-8
> Nc1ccc(-c2nc3cc([N+](=O)[O-])ccc3o2)cc1
  -5	0.4	-1.7	2	-3	·	0	-1	1	0
> COc1ccc(CC2c3cc(OC)c(OC)cc3CC[N+]2(C)CCC(=O)OCCCCCOC(=O)CC[N+]2(C)CCc3cc(OC)c(OC)cc3C2Cc2ccc(OC)c(OC)c2)cc1OC (centres undefined)
  -7	-0.2	0.9	1	4	6	0	4	-15	-1
> O=C(CC(SCCO)c1ccc(F)cc1)c1ccco1 (centres undefined)
  -10	-0.2	3.6	-1	0	14	7	-4	-231	-1
> CC(C)NS(=O)(=O)c1ccc(OCC(=O)Nc2cccc3ccccc23)cc1
  -3	-1.7	0.0	0	-4	4	-5	-1	1	·
> COc1cccc(NC(=O)CSc2nc3ccccc3n2C)c1
  -3	-0.5	0.2	-3	-7	5	-10	-1	-6	5
> CCN(CC(=O)Nc1c(F)cccc1F)C(=O)CCNS(=O)(=O)c1ccccc1C(F)(F)F
  5	-2.9	0.1	2	2	3	-16	-3	-2	5
> CCOC(=O)c1c(NC(=O)CSc2nnnn2-c2ccc(OC)cc2)sc(C)c1C
  -1	-1.0	-0.9	-1	0	-11	-3	-5	2	·
> COc1ccc(S(=O)(=O)N2CCc3ccccc32)cc1C(=O)NCCc1ccc(S(N)(=O)=O)cc1
  4	0.9	-2.1	1	-1	-30	-5	-5	6	-5
> COC(=O)C1CCN(C(=O)CN2C(=O)NC3(CCC(C)CC3)C2=O)CC1 (centres undefined)
  3	-0.6	-1.1	-1	2	-1	0	-10	1	4
> O=C(NCc1ccco1)Nc1ccc2nsnc2c1
  -2	-1.2	-1.7	-5	-7	9	0	-9	-4	1
> N#C/C(=C(/O)COc1ccccc1)c1nc2ccccc2s1
  -3	-0.5	-0.9	8	-2	-19	7	0	0	4
> COc1ccccc1N(C(=O)c1ccco1)C(C(=O)NC1CCCCC1)c1cc(OC)c(OC)c(OC)c1 (centres undefined)
  -1	-0.6	-1.0	0	-1	23	-1	5	-3	0
> COc1ccc(/C=C/C(=O)O)cc1COc1cccc(C)c1
  -2	-3.2	0.8	2	-2	-10	-11	6	10	-2
> Cc1noc(C)c1CSCC(=O)Nc1cc(Cl)ccc1N1CCCCC1
  -3	-3.3	0.3	-8	-16	-22	-9	-6	12	-10
> COc1cc(/C=N\NC(=O)CC#N)ccc1OC/C=C/c1ccccc1
  -2	-2.9	2.5	-5	0	-23	-6	3	11	-2
> O=C(NCCCN1CCCC1=O)c1ccc2c(c1)OCO2
  -4	-1.1	-0.8	0	-1	13	-3	-10	0	-3
> COc1ccc(NC(=O)c2cccc(NS(=O)(=O)c3ccccc3)c2)cc1
  -7	-1.5	-0.6	2	0	-29	2	-3	1	-4
> Cn1nnnc1Sc1ncnc2scc(-c3ccccc3Cl)c12
  -4	-1.2	-0.2	1	0	-3	-5	-17	-5	-1
> CNC(=S)N(CCc1c(C)[nH]c2ccc(C)cc12)Cc1ccc(OC)c(OC)c1
  1	-0.5	-1.0	1	6	-61	-17	-3	15	·
> NS(=O)(=O)c1ccc(NC(=O)Cc2c(F)cccc2Cl)cc1
  -4	-1.0	-1.1	-2	-2	0	-2	-1	21	5
> CCC(=O)N1c2ccccc2NC2=C(C(=O)CC(C)(C)C2)C1c1ccc(O)c(OC)c1 (centres undefined)
  -7	-0.1	-0.4	-3	-9	16	-10	-9	-6	-4
> COC(=O)c1c(C(=O)OC)c2ccncn2c1Cl
  -4	-1.2	-3.5	-2	-2	21	4	-3	5	0
> Cc1cccc(-n2c(C)cc(/C=N/n3cnnc3)c2C)c1
  -6	-1.5	-3.4	1	-2	-13	5	-3	5	-1
> CCCCC(=O)N1CCN(c2nc3ccc(OCC)cc3s2)CC1
  -4	-1.0	0.7	1	4	3	-1	-15	-7	-3
> CCC(=O)Nc1ccc(NC(=O)/C=C/c2ccc(Cl)cc2)cc1
  -1	-0.5	-0.4	0	2	-9	2	-2	-7	1
> O=C(Cc1cc(=O)[nH]c(=O)[nH]1)NCc1ccccc1
  7	-0.7	1.9	-2	-2	12	-1	-2	9	·
> CN(CCO)C(=O)C(c1ccccc1)c1ccccc1
  3	-0.2	-0.8	0	3	9	14	2	1	-6
> COc1ccc(-c2nnc(-c3ccccc3O)o2)cc1
  -1	-1.1	-12	-14	-8	18	-3	0	0	-4
> O=C(COC(=O)c1ccc2[nH]c3c(c2c1)CCCC3)NC1CCS(=O)(=O)C1 (centres undefined)
  -6	-1.1	2.0	-1	-7	-5	-4	15	0	-4
> COC(=O)c1cc2occc2n1Cc1nc(-c2ccccc2F)oc1C
  -6	-0.7	-1.6	-5	2	·	-1	-10	-12	-2
> Cc1cccc(NC(=O)CSCc2cc(=O)n3ccsc3n2)c1C
  -3	0.4	0.3	1	-2	13	-2	-9	9	-1
> CC1(C)CC(=O)C(C(O)c2cccc([N+](=O)[O-])c2)C(C)(C)N1 (centres undefined)
  3	-0.3	4.3	3	-3	2	-13	-5	2	-3
> CC1=C[C@@H](C)[C@@H](c2ccc(C(F)(F)F)cc2)OC1=O
  0	1.3	2.5	-4	-10	-9	-3	-7	-1	-1
> CCOCCCN(C(=O)Cn1nnc(-c2ccc(OC)c(OC)c2)n1)C(C(=O)NCC1CCCO1)c1ccc(F)cc1 (centres undefined)
  -3	0.3	0.0	0	1	-16	11	-15	2	17
> CSCCOC(=O)C1=C(C)Nc2ccc(C)cc2S1
  -4	-0.2	0.9	3	-3	-9	-24	-4	-12	-2
> CC(C)c1nc(SCC(=O)N2c3ccccc3CC2C)c2ccccc2n1 (centres undefined)
  0	-1.8	-0.3	-16	1	-16	-6	5	12	-5
> COc1cccc2sc(N)nc12
  -4	-1.2	-0.5	0	6	-16	5	1	-17	0
> CC(=O)CCC(=O)NC1CCCc2c1cnn2-c1ccc(C(C)(C)C)cc1 (centres undefined)
  -2	-0.8	4.2	1	2	-22	9	-15	-3	-3
> Cc1ccc(Cl)cc1N1CCN(C(=O)CSc2ccsc2[N+](=O)[O-])CC1
  0	0.1	-0.6	2	-18	-45	-11	1	-3	·
> COc1cccc(/C=N/Nc2ccnc(=O)[nH]2)c1O
  3	·	1.5	-1	-6	-4	-12	-3	10	5
> Cc1cccc([C@@H]2[C@@H]3C(=O)N(Cc4ccccc4)C(=O)[C@@H]3[C@]3(CC(C)C)C(=O)N(c4cccc(Cl)c4)C(=O)N23)c1
  -2	-1.0	-4.4	-12	-2	10	12	1	8	-4
> CC(=O)CCc1ccc(Oc2nc(-c3cccnc3)nc3ccccc23)cc1
  -4	-3.9	1.2	-7	6	-20	-6	-2	9	11
> Cc1ccc(OCCSc2nc3ccccc3n2CCC(=O)O)cc1
  2	0.2	-0.9	0	-3	18	1	9	4	2
> CCn1c(Cc2ccccc2)nnc1SCC(=O)Nc1ccccc1
  -1	-1.1	0.2	-1	5	14	0	-4	7	-2
> CCOC(=O)c1ccccc1NC(=O)CSc1nnc(Cc2cccn2C)n1-c1ccc(F)cc1
  -2	-0.3	0.4	0	5	-35	10	1	-2	-1
> CCC(=O)NC(=S)Nc1ccc(NC(=O)c2ccco2)c(OC)c1
  -1	0.6	-0.6	-1	6	-20	1	4	2	0
> O=C(O)CCCC(=O)N1CCN(c2nc(-c3ccccc3)c3ccccc3n2)CC1
  2	-1.5	0.2	3	-4	-13	8	-3	-7	-4
> Cc1cc(NC(=O)c2ccc(F)cc2)n(C)n1
  -9	-1.4	0.3	1	-1	·	-7	-6	·	3
> COc1ccc(-c2cc(-c3cc(F)ccc3O)[nH]n2)cc1OC
  0	-4.6	-0.8	-6	-8	-72	-18	3	-3	-5
> COc1ccc(C(=O)N/N=C/c2ccc(SC)cc2)cc1
  -7	-3.7	0.5	1	11	13	-3	-4	3	-2

(list continues)
Results follow in this order: Keap1 Nrf2 FP	CAL PDZ FP-1	C-LANA FP	DAGLB inhibitor	cardiac RTF act	SR-BI DiI-HDL act	PKA-R2B act	Cardiac RTF inh	Rtt109 HAT inh	CAL PDZ FP-2
> O=C(CSc1nnnn1C1CCCC1)N1CCN(C(=O)c2ccco2)CC1
  0	-1.7	-0.2	-3	-6	22	-6	-8	-2	3
> O=C(N/N=C/c1ccc([N+](=O)[O-])cc1)c1c[nH]c2ccccc12
  -2	0.9	-0.2	2	2	-30	0	4	-1	2
> COc1cc2c(cc1OC)C(c1ccc(Br)cc1)NC(=O)C2 (centres undefined)
  -1	-0.3	0.1	-1	7	-14	-12	-5	11	-2
> O=C(Nc1ccc[n+](CC(=O)c2cccc3ccccc23)c1)c1ccccc1
  -1	-4.9	-1.7	1	6	2	-9	-7	6	-6

Bioassay records from PubChem.
